From PubChem BioAssay
AmpC inh no detg: AmpC beta-lactamase inhibition without detergent. Potency, µM (titrated, usually from 57.1 µM), for the others: at the highest dose activity change, negative = inhibition, most hits filed as inhibitors. AID 485341. P00811. AmpC nitrocefin hydrolysis, absorbance 480 nm, 0.0001% Triton. 330,000 compounds, 0.52% hits;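 further: potency means the concentration at half of the fitted maximal effect; plate controls were no compound for no effect and no enzyme for full effect; nearly all actives have a fitted effect of over 20% in size; some results filed as inactive show a strong effect at the top dose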
Target sequence (P00811 whole entry, looked up): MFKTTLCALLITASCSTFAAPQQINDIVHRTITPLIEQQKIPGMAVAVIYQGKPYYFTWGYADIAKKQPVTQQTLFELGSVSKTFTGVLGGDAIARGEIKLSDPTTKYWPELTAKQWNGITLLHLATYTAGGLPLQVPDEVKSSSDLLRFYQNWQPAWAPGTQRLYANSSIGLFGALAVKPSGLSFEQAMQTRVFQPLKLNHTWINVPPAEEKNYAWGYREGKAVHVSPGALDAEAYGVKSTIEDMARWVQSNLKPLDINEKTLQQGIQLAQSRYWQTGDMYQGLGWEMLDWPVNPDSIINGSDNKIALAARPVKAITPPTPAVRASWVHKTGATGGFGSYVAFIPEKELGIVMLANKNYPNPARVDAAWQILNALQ
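AmpC (5.3 nM in the dispensed reagent) in 20 mM phosphate pH 7.0 with 0.01% (detergent screen) or 0.0001% Triton X-100 was preincubated with compounds for 15 min at room temperature. Nitrocefin was then added from an 800 uM solution, and hydrolysis was followed at 480 nm.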
HCMV inh: inhibitors of human cytomegalovirus; HFF cells, HCMV-luciferase reporter, 72 h; active compounds read low; AID 1259415; 410,000 compounds, 4.5% hits; activity change, negative = inhibition, % at 57.5 µM; in the data active means activity change below about -60%; inconclusive means no clear call, values can overlap the other calls; inactive means above about -39%
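Steps: HFFs plated, 16 h 37C; compounds added; HCMV-luciferase added to MOI 1 PFU/cell; 72 h 37C; OneGlo reagent, 5 min room temperature; luminescence read, normalized to controls.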
AmpC detergent: inhibitors of E. coli AmpC beta-lactamase with detergent; 370,000 compounds, 0.041% hits; AmpC hydrolysis of nitrocefin, absorbance 480 nm, 0.01% Triton; P00811; Potency, µM (top dose mostly 114 µM), for the others: top-dose activity change, negative = inhibition, hits mostly inhibitors;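 further: potency means the concentration at half of the fitted maximal effect; 0% = no-compound wells and -100% = no-enzyme wells; nearly all actives have a fitted effect of over 25% in size; some results filed as inactive show a strong effect at the top dose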
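20 mM phosphate pH 7.0 + 0.01% (detergent screen) or 0.0001% Triton X-100; 5.3 nM AmpC reagent; cpd preinc 15 min RT; nitrocefin (800 uM stock) to start; A480 q20 s × 4 min; Activity was normalised to no-enzyme and no-compound control wells.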
Giardia FBPA inh: blocks Giardia fructose-bisphosphate aldolase activity; 290,000 compounds, 0.71% hits; purified Giardia FBPA; A8B2U2; Potency, µM (titrated, usually from 59.6 µM), for the others: top-dose activity, negative = inhibition, most hits filed as inhibitors; AID 2451; further: potency means the concentration at half of the fitted maximal effect; nearly all actives have a fitted effect of over 55% in size
Target sequence (A8B2U2 whole entry, looked up): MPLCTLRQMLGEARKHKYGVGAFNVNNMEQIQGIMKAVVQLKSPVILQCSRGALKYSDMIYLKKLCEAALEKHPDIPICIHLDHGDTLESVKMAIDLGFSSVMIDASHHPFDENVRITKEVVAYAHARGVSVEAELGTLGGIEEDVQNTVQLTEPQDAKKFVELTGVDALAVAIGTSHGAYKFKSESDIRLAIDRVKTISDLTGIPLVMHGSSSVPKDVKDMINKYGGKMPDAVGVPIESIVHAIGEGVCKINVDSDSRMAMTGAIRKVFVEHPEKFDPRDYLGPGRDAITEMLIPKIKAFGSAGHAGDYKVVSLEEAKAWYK
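Giardia FBPA (40 nM reagent) was preincubated 10 min at RT with compound (up to 57.5 uM final), then substrate plus GAPDH/TPI/NAD/arsenate coupling system with diaphorase/resazurin was added; resorufin fluorescence (525/598 nm) was read after 20 min.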
HCV inhibitor: blocks hepatitis C virus; Huh7.5.1 HCVcc-Cre infection, luciferase reporter, 44 h; Potency, µM (doses to about 41.8 µM), inactives show at the highest dose activity change, negative = inhibition, most hits filed as inhibitors; 340,000 compounds, 3.4% hits; AID 651820; further: potency means the concentration at half of the fitted maximal effect
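HCVcc-Cre virus at an moi near 0.5 was added right after compound to cells cultured 4 h from seeding (1,000 cells/well). Luciferase activity was determined 44 h later, 15 min after substrate addition at RT.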
Sm TGR block: inhibitors of Schistosoma mansoni thioredoxin glutathione reductase. 360,000 compounds, 3% hits. Potency, µM (top dose mostly 114 µM), without a hit: at the highest dose activity change, negative = inhibition, hits mostly inhibitors. purified TGR, DTNB reduction, TNB absorbance 405 nm. Q962Y6. AID 485364; further: potency means the concentration at half of the fitted maximal effect; nearly all actives have a fitted effect of over 60% in size
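Kinetic colorimetric format: TGR-catalysed, NADPH-driven DTNB reduction monitored via TNB absorbance. Enzyme dispensed at 20 nM; compound exposure 15 min at room temperature before reaction start.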
The depositor's hits bear a star; ? = inconclusive; . = not tested or not shown; & = joins results of further samples; [ ] = dose if it differs, or a comment. Unless noted, the call rests on the fitted dose curve; in most records, active means well fitted curve in the direction sought with a large enough effect; inconclusive means small, poorly fitted or top-dose-only effect, or another doubt; inactive means no such curve, though single readings can be large; an effect the other way counts as inactive or inconclusive. Unless noted, on the % scale 0 is the no-effect control and ±100 the full control effect.

1: Cc1cccc(NC(=O)CSc2c3c(nc4ccccc24)CCC3)n1
2: O=C1CC(c2nc(-c3ccccc3)no2)CN1c1ccc2c(c1)OCCO2 (stereo not drawn)
3: Nc1cc(=O)[nH]c(SCC(=O)Nc2ccc(S(=O)(=O)N3CCCC3)cc2)n1
4: COc1ccc(CC(=O)NCc2cccs2)cc1OC
5: CCc1ccccc1NC(=O)[C@H](Cc1ccccc1)N1Cc2ccccc2C1=O
6: CCNC(=O)C1CCCN(c2nc(C)cc(C)n2)C1 (stereo not drawn)
Assay by compound,1,2,3,4,5,6
AmpC inh no detg,-26%,.,-22%,-5%,.,-7%
HCMV inh,49,-2,-7,5,-23,-15
AmpC detergent,?,10%,.,0%,-15%,2%
Giardia FBPA inh,1%,.,.,2%,.,-1%
HCV inhibitor,-13%,.,5%,17%,.,9%
Sm TGR block,1%,5%,.,1%,-1%,3%[57.1 µM]

7: Cc1cc(C(=O)OCC(=O)Nc2ccc(F)cc2)c(C)o1
8: O=C(c1cc(C2CC2)on1)N1CCN(c2ccccc2)CC1
9: CCCN1Cc2cccc(C(=O)NC(CC(=O)OCC)c3ccc(C)cc3)c2C1=O (stereo not drawn)
10: CCNC(=O)C(=O)NCC1CCCN1S(=O)(=O)c1cccs1 (stereo not drawn)
11: CCOCCn1c(=O)c2c(nc3n2CCCN3CCc2ccccc2)n(C)c1=O
12: CCOC(=O)C1=C(C)N=c2s/c(=C\c3ccncc3)c(=O)n2C1c1ccc2c(c1)OCO2 (stereo not drawn)
Assay by compound,7,8,9,10,11,12
AmpC inh no detg,-31%,10%,132%[activator],-7%,21%,25%
HCMV inh,4,-1,-35,-21,9,-13
AmpC detergent,0%,-3%,0%,?,-3%,?
Giardia FBPA inh,-2%,-4%,-6%,.,.,-14%
HCV inhibitor,?,19%,6%,-3%,-4%,?
Sm TGR block,0%,-16%,-2%,-4%,3%,-14%

13: Cc1nn(CC#N)c(=O)n1-c1ccc(C(C)C)cc1
14: COc1ccccc1N(C(=O)c1ccco1)C(C(=O)NC1CCCC1)c1ccc(N2CCOCC2)cc1 (stereo not drawn)
15: C/C(=N\Nc1ccc(Cl)c(C(=O)O)c1)c1ccc[nH]1
16: CCOC(=O)[C@@H]1[C@H]2COc3cc(OC)ccc3[C@@H]2N2C(=O)N(c3ccccc3)C(=O)[C@]12C
17: CC(C)(C)c1cc(CN2CCCCC2)cc(C(C)(C)C)c1O
18: COCCCNC(=O)c1ccc(-n2c(-c3ccccc3)cc3c2CCCC3)cc1
Assay by compound,13,14,15,16,17,18
AmpC inh no detg,-2%[2.29 µM],73%[activator],-21%,-3%,-11%,.
HCMV inh,24,?,-10,-35,30,16
AmpC detergent,0%,3%,3%,.,1%,19%
Giardia FBPA inh,1%,.,-24%,.,?,.
HCV inhibitor,-1%,2%,7%,-2%,13%,.
Sm TGR block,-2%,7%,?,.,45µM*,1%

19: CN(C)CCNC(=O)C1CCN(c2nc3ccccc3[nH]2)CC1
20: COc1ccc(NC(=O)CSc2nnc(-c3cccc(O)c3)o2)cc1
21: Cn1cnnc1-c1cccc(NS(=O)(=O)c2ccc(N3CCCC3=O)cc2)c1
22: COc1ccc(C2c3c(n(C)c4ccccc34)C(=O)N2CC(=O)Nc2ccccc2Cl)cc1 (stereo not drawn)
23: O=C(O)c1ccc(CSc2nc3cccnc3n2Cc2cccc(F)c2)cc1
24: COc1ccc(/C(C)=N/NC(=O)c2ccccc2OCc2ccccc2)c(OC)c1
Assay by compound,19,20,21,22,23,24
AmpC inh no detg,.,-26%,-10%,.,.,86%[activator]
HCMV inh,?,86,17,0,41,-33
AmpC detergent,15%,6%,-9%,3%,0%,-7%
Giardia FBPA inh,.,-8%,-2%,.,.,0%
HCV inhibitor,.,1%,-3%&-3%,.,.,-11%
Sm TGR block,-2%,2%,-17%,-4%,10%,7%

25: Cc1ccc(Cl)cc1NC(=S)Nn1cnnc1
26: CCN(c1ccc(NC(=O)COC(=O)/C=C/c2ccco2)cc1)C(C)C
27: CCN(CC)C(=O)COc1ccc2c(-c3ccccc3)cc(=O)oc2c1
28: c1ccc(CSc2nnc(C3CCNCC3)o2)cc1
29: Nc1cc(Cl)ccc1Nc1ccncc1
30: CC(C)CCn1c(COc2ccccc2)nn(CCC#N)c1=S
Assay by compound,25,26,27,28,29,30
AmpC inh no detg,-19%,-34%,41%,.,-22%,49%
HCMV inh,20,-10,-9,-3,16,-12
AmpC detergent,8%,.,0%,13%,-15%,-2%
Giardia FBPA inh,.,.,14%,.,4%,3%
HCV inhibitor,21%,-8%,-12%,.,9%,-6%
Sm TGR block,-25%,.,2%,2%,0%,-13%

Part of the list above, showing only AmpC inh no detg and AmpC detergent:
| entry | Compound | AmpC inh no detg | AmpC detergent |
| --- | --- | --- | --- |
| 1 | Cc1cccc(NC(=O)CSc2c3c(nc4ccccc24)CCC3)n1 | -26% | ? |
| 2 | O=C1CC(c2nc(-c3ccccc3)no2)CN1c1ccc2c(c1)OCCO2 (stereo not drawn) | . | 10% |

Later entries:
31: O=C(CSc1nnc(-c2ccncc2)n1Cc1ccccc1)Nc1nccs1
32: COC(=O)Nc1ccc(S(=O)(=O)Nc2ccc(O)cc2)cc1
33: N=C1c2ccccc2CN1NC(=O)CC12CC3CC(CC(C3)C1)C2
34: Cc1oc2c(C)c(O)ccc2c(=O)c1-c1ccc2ccccc2n1
35: COC(=O)c1ccc(COc2ccc(C#N)cc2)o1
36: CC(=O)Nc1sc2c(c1C#N)CCC2
Assay by compound,31,32,33,34,35,36
AmpC inh no detg,-2%,-17%,-49%,-18%,-7%,-10%
HCMV inh,-29,-67*,54,-18,-14,-5
AmpC detergent,?,-2%,-5%,1%,-12%,-14%
Giardia FBPA inh,1%,0%,3%,4%,9%,-6%
HCV inhibitor,-31%,?,-15%,0%,-6%,-1%
Sm TGR block,-26%,8%,-3%,-17%,-7%,5%

37: O=S(=O)(c1cccc(-c2nnc(-c3ccc(Br)cc3)o2)c1)N1CCCCCC1
38: CCOc1cc(C(=O)NCc2ccccc2)ccc1OCC(=O)N1CCCCC1
39: CCOC(=O)/C=C1\CC(C(=O)OCC)Oc2c(OC)cccc21 (stereo not drawn)
40: O=C(N/C(=C\c1ccc([N+](=O)[O-])cc1)C(=O)N1CCCCC1)c1ccc(Br)o1
41: O=C(NCC(c1cccs1)N1CCOCC1)c1ccc(Cl)c(S(=O)(=O)N2CCOCC2)c1 (stereo not drawn)
42: Clc1ccc(OCc2nnc3n2CCCCC3)c(Cl)c1
Assay by compound,37,38,39,40,41,42
AmpC inh no detg,-4%,1%,7%,-27%,33%,126%[activator]
HCMV inh,-11,-3,26,12,-27,42
AmpC detergent,-3%,-8%,.,0%,3%,-4%
Giardia FBPA inh,-3%,.,-11%[89.2 µM],.,1%,-5%
HCV inhibitor,-6%,-16%,-10%,-5%,-18%,-13%
Sm TGR block,-5%,-6%,.,-14%,0%,4%

43: CN(C)S(=O)(=O)Nc1ccccn1
44: COCC(C)N=CC1=C(O)CC(C)(C)CC1=O (stereo not drawn)
45: O=c1c(F)cn(C2CCCO2)c(=O)n1Cc1c(Cl)cccc1Cl (stereo not drawn)
46: CCOc1ccc(Nc2cc(C)nc3nncn23)cc1
47: O=C(O)CNC(=O)c1ccc(Sc2ccccc2)c([N+](=O)[O-])c1
48: Cc1[nH]nc2ncc(C(=O)c3cc(F)ccc3O)cc12
Assay by compound,43,44,45,46,47,48
AmpC inh no detg,-8%,1%,-5%,.,-18%,-31%
HCMV inh,?,37,-11,-25,95,-39
AmpC detergent,6%,?,2%,11%,0%,-6%
Giardia FBPA inh,8%,-3%,4%,.,23%,8%
HCV inhibitor,3%,4%,.,.,28%,?
Sm TGR block,34%,-23%,2%,0%,-15%,0%

One compound at a time (already shown). Screens in order: AmpC inh no detg | HCMV inh | AmpC detergent | Giardia FBPA inh | HCV inhibitor | Sm TGR block
CCOc1ccc(Nc2cc(C)nc3nncn23)cc1 is listed with . | -25 | 11% | . | . | 0%
O=C(O)CNC(=O)c1ccc(Sc2ccccc2)c([N+](=O)[O-])c1 is listed with -18% | 95 | 0% | 23% | 28% | -15%
COCC(C)N=CC1=C(O)CC(C)(C)CC1=O (stereo not drawn) is listed with 1% | 37 | ? | -3% | 4% | -23%

(further entries)
49: O=C(O)C1C2C=CC3(CN(c4cccc(C(F)(F)F)c4)C(=O)C13)O2 (stereo not drawn)
50: Nc1nc(-c2cc3c(cc2Cl)OCCO3)cs1
51: Cc1cc(=O)oc2cc(NC(=O)c3ccccc3C(=O)O)ccc12
52: CN(CC(=O)Nc1ccc(Cl)c(C(F)(F)F)c1)C(=O)c1cccs1
53: CC(=O)CSc1nnc(-c2ccc3c(c2)OCO3)o1
54: CCOc1cccc(C(=O)N2CCCN(C)CC2)c1
Assay by compound,49,50,51,52,53,54
AmpC inh no detg,-34%,1%,7%,-4%,-14%,-12%
HCMV inh,75,42,25,11,52,18
AmpC detergent,2%,2%,-7%,7%,-3%,6%
Giardia FBPA inh,6%,9%,14%,.,3%,-2%
HCV inhibitor,7%,?,30%[activator],?,-4%,21%
Sm TGR block,2%,0%,3%,0%,-3%,5%

55: CC(NC(=O)C1CCN(c2nnc(-n3cccc3)s2)CC1)C12CC3CC(CC(C3)C1)C2 (stereo not drawn)
56: COc1ccc(OC)c(NC(=O)C2=C(C)C(=O)OC23CCN(C(C)C)CC3)c1
57: CCOc1cc(CNCCO)cc(Br)c1OCc1ccc(Cl)cc1
58: CCCC1(c2ccccc2)NC(=O)N(CC(=O)Nc2cc(OC)cc(OC)c2)C1=O (stereo not drawn)
59: Cc1nn(CC(=O)NNC(=S)Nc2ccccc2)c(C)c1[N+](=O)[O-]
60: Cc1ccccc1-c1nn2c(=O)cc(CN3CCN(C(=O)COc4ccccc4Cl)CC3)nc2s1
Assay by compound,55,56,57,58,59,60
AmpC inh no detg,-8%,.,100%[activator],-29%,-11%,.
HCMV inh,-31,23,-99*,22,49,-10
AmpC detergent,1%,2%,-4%,-13%,-9%,-2%
Giardia FBPA inh,14%,.,-5%,3%,24%,.
HCV inhibitor,13%,.,13µM*,-13%,5%,.
Sm TGR block,0%,?,3%,-15%,-9%,-9%

61: Cn1c(CNC(=O)CCNC(=O)c2ccc(Br)cc2)cc(=O)n(C)c1=O
62: O=C(CCSCc1ccccc1F)NCc1cccnc1
63: CCc1ccccc1NC(=O)N[C@@H](C)C(=O)OC
64: O=C(C(=O)N1CCOCC1)c1cn(CCCOc2ccccc2)c2ccccc12
65: COCCNC(=O)/C(C#N)=C/c1c(N2CCCCCC2)nc2ccccn2c1=O
66: CCOc1ccccc1NC(=O)Cn1c(=O)n(Cc2nc(C)no2)c(=O)c2ccccc21
67: CCn1cc(C(=O)Nc2cccc(NC(C)=O)c2)c2cc(OC)c(OC)cc2c1=O
68: CSCC(=O)Nc1cc(C)on1
Assay by compound,61,62,63,64,65,66,67,68
AmpC inh no detg,1%,-12%,-5%,179%[activator],45%,.,28%,-5%
HCMV inh,-21,3,-10,57,?,5,18,37
AmpC detergent,-4%,?,2%,0%,4%,16%,-9%,4%
Giardia FBPA inh,.,2%,7%,-6%,-1%,.,8%,5%
HCV inhibitor,2%,15%,16%,-2%,-17%,.,-15%,13%
Sm TGR block,-3%,-2%,16%,.,11%,0%,5%,11%
